# Bioassay records deposited in PubChem by Sanford-Burnham Center for Chemical Genomics.
# NR3A LBD binder: modulates the human NR3A ligand-binding domain | NR3A LBD differential scanning fluorimetry, Tm shift; 0% = protein alone, 100% = glycine-bound protein | AID 1259313 | 340,000 tested, 2.5% active | Tm shift relative to glycine control, % at 25 µM;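 active = melting temperature shift of at least 10% of the positive control shift, at one fixed dose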
# beta cell repl: inducers of beta-cell replication in MIN6 cells | 330,000 tested, 0.29% active | proliferation, % at 10 µM | MIN6 cells proliferation, ATPlite luminescence, 48 h; cells starved in 0.2% serum; 100% = growth in 10% serum;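 active = compounds whose signal lies at least 3.5 SD above the mean of all wells on their plate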;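 note: 0% = DMSO-treated cells in low-serum medium and 100% = 10% serum control; some compounds called inactive have numbers as strong as hits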
# hIAP inh: blocks human intestinal alkaline phosphatase; P09923; purified IAP, CDP-Star luminescence, 30 min; inhibition, % at 10 µM; 330,000 tested, 0.12% active; AID 2544;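 active = inhibition reaching a set limit with compound at 10 µM in the primary screen, cut at about 35% in these data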;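 note: plate controls were DMSO wells with enzyme for no effect and no-enzyme buffer wells for full effect; values of inactives mirror those of a sister screen read the other way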
# Target sequence (P09923 whole entry, looked up): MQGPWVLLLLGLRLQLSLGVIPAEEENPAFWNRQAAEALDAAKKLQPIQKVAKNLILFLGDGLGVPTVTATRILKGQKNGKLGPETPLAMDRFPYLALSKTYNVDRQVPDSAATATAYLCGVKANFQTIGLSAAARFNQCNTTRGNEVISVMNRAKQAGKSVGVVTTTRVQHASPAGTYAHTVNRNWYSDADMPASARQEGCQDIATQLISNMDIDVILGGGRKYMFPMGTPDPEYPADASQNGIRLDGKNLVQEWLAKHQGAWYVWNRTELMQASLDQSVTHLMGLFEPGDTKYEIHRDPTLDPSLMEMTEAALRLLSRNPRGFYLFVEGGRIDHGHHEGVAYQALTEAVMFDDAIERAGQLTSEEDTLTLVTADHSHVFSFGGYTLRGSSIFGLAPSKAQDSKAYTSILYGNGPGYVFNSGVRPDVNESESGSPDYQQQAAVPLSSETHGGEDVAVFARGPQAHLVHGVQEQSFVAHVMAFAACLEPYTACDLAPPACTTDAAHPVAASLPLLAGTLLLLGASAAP
# mIAP block: blocks mouse intestinal alkaline phosphatase. 330,000 tested, 0.2% active. AID 2806. inhibition, % at 10 µM. purified mouse IAP, CDP-Star luminescence, 30 min;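 active = inhibition of at least 40% at 10 µM in the primary screen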;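 note: plate controls were DMSO with enzyme for no effect and no enzyme wells for full effect; values of inactives mirror those of a sister screen read the other way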
# APOBEC3A inh: human APOBEC3A DNA deaminase inhibition; P31941; recombinant A3A, FAM/TAMRA ssDNA deamination fluorescence; inhibition, % at 20 µM; 330,000 tested, 0.41% active; AID 493011;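 active = at least 40% inhibition at 20 µM here, with at most 30% in a related deaminase screen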;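 note: plate controls were A3A with DMSO for no effect and wells lacking A3A enzyme for full effect; some results filed as inactive read as strong as hits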
# mIAP act: mouse IAP activation | muIAP, CDP-Star luminescence, 30 min; stronger effect = higher value; 1 = vehicle-only enzyme signal, 0 = enzyme-free wells | activation factor at 10 µM | 330,000 tested, 0.24% active | AID 2805;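 active = activation factor of at least 2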; note: the source names both 10 and 20 µM as test concentration; values of inactives mirror those of a sister screen read the other way
#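 also added = chemiluminescent substrate CDP-Star | test system = mouse IAP enzyme | signal = chemiluminescence readout | compound = DMSO-dissolved test compounds | incubation = 30 min at room temperature | benchmarks = DMSO wells, no-enzyme wells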
# A3G deaminase: inhibitors of human APOBEC3G DNA deaminase | recombinant A3G, ssDNA deamination FAM/TAMRA fluorescence | Q9HC16 | inhibition, % at 20 µM | 330,000 tested, 0.28% active;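 active = inhibition of at least 40% at 20 µM, with no more than 30% in the related APOBEC3A deaminase screen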;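 note: plate controls were DMSO wells with A3G for no effect and wells lacking A3G enzyme for full effect; some compounds called inactive have numbers as strong as hits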
# Target sequence (Q9HC16 whole entry, looked up): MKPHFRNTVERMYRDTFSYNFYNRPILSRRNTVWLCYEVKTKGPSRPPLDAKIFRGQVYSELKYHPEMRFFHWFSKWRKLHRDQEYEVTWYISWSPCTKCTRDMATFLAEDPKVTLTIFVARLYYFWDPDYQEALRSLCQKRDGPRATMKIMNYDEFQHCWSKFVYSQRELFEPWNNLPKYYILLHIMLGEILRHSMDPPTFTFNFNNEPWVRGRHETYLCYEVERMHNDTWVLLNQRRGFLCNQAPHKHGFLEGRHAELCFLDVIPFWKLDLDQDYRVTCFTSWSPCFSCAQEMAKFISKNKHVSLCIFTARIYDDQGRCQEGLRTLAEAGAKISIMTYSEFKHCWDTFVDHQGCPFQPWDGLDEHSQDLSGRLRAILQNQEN
# hIAP activ: human IAP activation | purified human IAP, CDP-Star luminescence, 30 min; stronger effect = higher value; 1 = vehicle-only enzyme, 0 = enzyme-free background | activation factor at 10 µM | 330,000 tested, 0.16% active | AID 2524;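 active = activation factor of the enzyme at least 2-fold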; note: the source names both 10 and 20 µM as test concentration; values of inactives mirror those of a sister screen read the other way
# MPTP block: permeability transition pore inhibition | 360,000 tested, 1.4% active | isolated mouse mitochondria, Ca2+ swelling absorbance, 30 min | inhibition, % at 10 µM;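 active = inhibition of 50% or more, scaled per plate between neutral and stimulator controls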;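 note: 0% = DMSO wells given calcium and 100% = 1 mM EGTA wells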
# The depositor's hits bear a star; nt = no result given.
mol	NR3A LBD binder	beta cell repl	hIAP inh	mIAP block	APOBEC3A inh	mIAP act	A3G deaminase	hIAP activ	MPTP block
COc1ccc(CCNC(=O)CCC(=O)Nc2ccccc2[N+](=O)[O-])cc1OC	0	-2	-10	3	2	0.97	1	1.1	-1.0
O=C(Nc1ccccc1)Nc1nnc(CSCc2ccccc2Cl)s1	30*	0	2	10	-1	0.9	-2	0.98	90*
Cc1cc(NC(=S)NC(=O)c2ccco2)c2ccccc2n1	0	2	19	1	-3	0.99	-9	0.81	3.7
CCOc1ccc(NC(=O)CSCC(=O)O)cc1	3	6	14	0	-1	1	-1	0.86	0.6
CCOc1ncccc1C(=O)NCCCSc1ccccc1	-1	0	6	6	1	0.94	-5	0.94	0.5
COc1ccc(S(=O)(=O)N2CCN(Cc3ccc(Cl)cc3)CC2)cc1	2	-4	-3	-1	1	1	-2	1	2.2
COc1cccc(N2CCN(c3ccc(N4C(=O)CCC4=O)cc3[N+](=O)[O-])CC2)c1	-2	0	-8	-9	-5	1.1	-4	1.1	4.0
CC1CCc2sc3c(c2C1)c1ncnn1c(=O)n3CC(=O)c1ccc(Br)cc1 (centres undefined)	-7	-1	-3	1	-2	0.99	-7	1	-1.8
Cc1cc(C(=O)Nc2ccc(F)c(Cl)c2)on1	nt	1	-14	13	1	0.87	-3	1.1	-0.3
C=CCn1c(SCc2ccc(F)cc2)nc2c1c(=O)[nH]c(=O)n2C	1	5	-8	-2	2	1	-6	1.1	-0.4
O=C(Nc1ccc(F)cc1F)c1sccc1SCc1cccc(C(F)(F)F)c1	2	-6	11	4	5	0.96	3	0.89	2.3
CN(Cc1ccccc1)C(=O)c1nc2ccccn2c1CNCCOc1cccnc1	1	-3	-7	-4	-4	1	-3	1.1	1.4
OCCNCCNCc1ccccc1OCc1ccccc1	0	-3	-27	-10	1	1.1	-4	1.3	0.9
CC(NC(=O)NC1CCCCC1)C(c1cccs1)N1CCOCC1 (centres undefined)	-1	0	13	-6	3	1.1	14	0.87	-1.6
NC1=NC2(CCCC2)N=C(Nc2ccccc2)N1	-1	-4	-23	-16	-8	1.2	-1	1.2	1.0
Cc1ccc(S(=O)(=O)N(C)CC(=O)OCC(=O)NC(=O)NC(C)C)cc1	0	-2	-7	-9	3	1.1	6	1.1	1.3
Cn1c(=O)c(=O)n(C)c2cc(S(=O)(=O)N3CCCCC3)ccc21	0	1	12	-6	1	1.1	1	0.88	-1.2
O=C(COc1ccc(NC(=O)c2cccs2)cc1)c1ccc(F)cc1	27*	2	-10	0	-6	1	-6	1.1	0.0
CC(C)CN(C(=O)COc1ccc(Br)cc1C=O)C1CCS(=O)(=O)C1 (centres undefined)	0	2	3	-2	2	1	1	0.97	-1.7
COc1cc(-c2csc(N3CCOCC3)n2)cc(OC)c1OC	-2	-4	-18	0	-2	1	-7	1.2	-3.5
O=C(NCc1cccs1)C1CC(=O)N(c2ccc(Cl)cc2)C1 (centres undefined)	2	-1	-9	-2	5	1	-4	1.1	-1.1
CCOc1nc(-c2ccncc2)nc2ccccc12	-1	6	6	8	1	0.92	-5	0.94	1.7
COCCNC(=O)CSc1ccccc1C(=O)NC1CCCc2ccccc21 (centres undefined)	3	-1	9	0	-2	0.99	-12	0.91	-0.5
CC1CCc2c(sc(NC(=S)NC(=O)c3ccccc3)c2C#N)C1 (centres undefined)	1	-3	10	15	4	0.85	23	0.9	66*
Cc1cc(Cl)ccc1NC(=O)Cn1cncn1	0	0	4	-8	0	1.1	-10	0.96	-3.7
Cc1ccc(N(C)S(=O)(=O)c2ccc(-c3cnc(C4CC4)o3)cc2)cc1	2	-5	17	5	-4	0.95	-4	0.83	-1.1
CCC(=O)Nc1cc(NC(=O)CSc2nnc(C(C)C)n2CC)ccc1C	-1	0	1	3	2	0.97	-1	0.99	7.1
CCSc1ccccc1C(=O)N=C1NC(=O)CC2C(=O)NCCN12 (centres undefined)	0	1	-10	0	3	1	0	1.1	0.0
COc1ccc(/C=C(\C)c2nc(C)c(-c3ccccc3)c(=O)[nH]2)cc1	0	0	8	9	1	0.91	-4	0.92	3.0
O=C(NCCCn1ccnc1)C(=O)NCC1OCCCN1S(=O)(=O)c1ccc(Cl)cc1 (centres undefined)	-1	-3	3	3	-3	0.97	-5	0.97	-0.5
CN(NC(=S)Nc1ccc(OC(F)F)cc1)C(=S)Nc1ccc(OC(F)F)cc1	2	1	9	8	-4	0.92	-3	0.91	84*
O=c1cnn([C@@H]2O[C@H](CO)[C@@H](O)[C@H]2O)c(=O)[nH]1	-1	-4	4	-8	-3	1.1	-7	0.96	-2.7
CCc1ccc(C(=O)Cn2ncc(Cl)c(Cl)c2=O)cc1	-3	-5	-1	-2	-2	1	-3	1	4.1
c1ccc(CN2CCC(N3CCN(Cc4ccc5c(c4)OCO5)CC3)CC2)cc1	0	-2	-8	-3	2	1	-3	1.1	11
Cc1ccc(SCC(=O)N(Cc2nc(-c3ccccc3)no2)C(C)C)cc1	2	-5	-27	-4	-8	1	-3	1.3	-0.3
COc1ccc(NC(=O)Oc2cc(C)ccc2C(C)C)cc1	0	-2	-4	-10	2	1.1	-3	1	4.6
COc1ccc2cc3cc(C(=O)N4CCCCC4C)oc3nc2c1 (centres undefined)	0	-2	-32	17	-1	0.83	-1	1.3	1.2
Cc1c(C(=O)NCCSCc2cccc(C(F)(F)F)c2)cnn1-c1ccc(F)cc1	-1	-3	-31	4	2	0.96	12	1.3	8.1
O=C(CSc1nnc(-c2cnccn2)n1Cc1ccco1)c1ccc(Cl)c(Cl)c1	0	3	12	10	3	0.9	-3	0.88	8.6
O=[N+]([O-])c1ccc2[nH]c3nc4ccccc4nc3c2c1	-8	-3	-12	1	-5	0.99	-3	1.1	0.6
O=C(CSc1nncs1)Nc1ccc2c(c1)OCCO2	1	-1	7	2	-5	0.97	-7	0.93	-0.9
Cc1cccc2cc(COC(=O)c3ccccn3)c(=O)[nH]c12	0	0	11	10	-15	0.9	40*	0.89	-0.1
O=C(Nc1ccccc1)NC1CCCCC1	0	0	0	-4	-4	1	-6	1	-4.6
COC(=O)C1CCCN1C(=O)COc1ccc(Cl)cc1Br (centres undefined)	0	0	4	5	3	0.95	-2	0.95	0.5
CN1CCN(C(CNS(=O)(=O)c2ccc(F)cc2)c2cccnc2)CC1 (centres undefined)	2	-1	7	1	-5	0.99	-6	0.93	-0.3
O=C(Cn1[nH]c(=O)c2ccccc2c1=O)NC1CCCCCC1	-2	-1	-3	4	-1	0.96	-7	1	-0.2
O=C(c1cnccn1)N1CCc2ccccc21	-2	1	0	10	8	0.9	-1	1	1.2
O=C(Nc1ccc(Cl)cc1C(=O)NCc1cccnc1)c1ccco1	1	2	2	9	1	0.91	-6	0.98	1.6
CC(C)C[C@H](NC(=O)N1CCn2c1nc1ccccc12)C(=O)NCc1ccccc1	0	-3	-13	5	0	0.95	-6	1.1	1.0
Cc1noc(C)c1CSc1ccccc1C(=O)Nc1nccs1	-1	-1	16	-10	-5	1.1	-6	0.84	17
O=C(NCCSCc1c(F)cccc1Cl)c1ccco1	0	-1	8	2	-4	0.98	-5	0.93	-0.2
O=[N+]([O-])c1ccc(Cc2nnc(-c3ccccc3Cl)o2)cc1	-2	-2	8	0	-7	1	-7	0.92	1.2
CCOC(=O)CC1(NC(=O)c2cc(COc3ccc(F)c(F)c3)on2)CCCCC1	2	-2	-10	-1	-2	1	-5	1.1	1.0
CC(NC(=O)CCNC(=O)c1ccccc1Cl)C1CC2CCC1C2 (centres undefined)	-4	2	5	6	-2	0.94	-5	0.95	0.1
CCN1C(=O)/C(=C2/C=Cc3cc(C)ccc3N2CC)N(C)C1=S	-2	-2	-8	9	6	0.91	5	1.1	14
CC1CN(S(=O)(=O)c2ccc(C(=O)Nc3nncs3)cc2)CC(C)O1 (centres undefined)	-2	-1	0	9	-3	0.91	-7	1	0.4
Cc1cc(/C=N/n2cnnc2)c(C)n1-c1cccc(C(=O)O)c1	-1	0	-1	-5	-5	1.1	-1	1	-2.4
COc1ccc(NC(=O)c2cc(Cl)ccc2Cl)c([N+](=O)[O-])c1	0	-3	0	2	0	0.98	-8	1	-0.3
COc1ccc(C2C(C(=O)/C=C/c3ccco3)=C(O)C(=O)N2CCN2CCOCC2)cc1 (centres undefined)	0	-1	11	7	35	0.93	-4	0.89	1.8
O=[N+]([O-])c1cc(C(F)(F)F)ccc1Sc1nccn1Cc1ccccc1	0	-1	0	5	-3	0.95	-2	0.99	-1.5

# Brought forward from above: 3 compounds, followed by the next part.
mol	NR3A LBD binder	beta cell repl	hIAP inh	mIAP block	APOBEC3A inh	mIAP act	A3G deaminase	hIAP activ	MPTP block
COc1ccc(NC(=O)c2cc(Cl)ccc2Cl)c([N+](=O)[O-])c1	0	-3	0	2	0	0.98	-8	1	-0.3
COc1ccc(C2C(C(=O)/C=C/c3ccco3)=C(O)C(=O)N2CCN2CCOCC2)cc1 (centres undefined)	0	-1	11	7	35	0.93	-4	0.89	1.8
O=[N+]([O-])c1cc(C(F)(F)F)ccc1Sc1nccn1Cc1ccccc1	0	-1	0	5	-3	0.95	-2	0.99	-1.5
CC1=CC(C)(C)n2c(O)c(N=N)c3c(C)ccc1c32	-1	2	27	14	3	0.86	0	0.73	2.4
CC(=O)Nc1ccc(OCC(O)Cn2cncn2)cc1 (centres undefined)	-2	8	10	-5	-5	1	-7	0.9	-0.3
O=C(Cc1cn2ccsc2n1)NCc1ccccc1	-2	2	18	8	-2	0.92	2	0.82	-1.7
COCCOc1ccc(C(F)(F)F)cc1NC(=O)CN1C(=O)NC2(CCCc3ccccc32)C1=O (centres undefined)	-16	-3	-2	-8	5	1.1	4	1	0.6
COc1cccc(CN2CCC(C(=O)N3CCN(c4ccccc4F)CC3)CC2)c1OC	-3	2	-5	-2	0	1	1	1.1	-0.1
COc1cccc(C2CC(c3cccs3)=NN2C(=O)CCC(=O)O)c1OC (centres undefined)	1	-3	-11	-2	0	1	-5	1.1	0.3
Cc1ccc(/C=C/C(=O)NCc2cccs2)o1	0	0	-1	0	1	1	6	1	3.6
Cc1cccc(C)c1NC(=O)CSc1ncnc2nc[nH]c12	0	-3	-5	0	3	0.99	-4	1.1	-0.9
CC(C)N(Cc1ccccc1)C(=O)CN1C(=O)NC2(CCOc3ccccc32)C1=O (centres undefined)	0	-3	-8	-3	2	1	-1	1.1	0.1
COc1ccc(Cl)cc1NC(=O)Cn1nc(-c2ccc(C)cc2)n(C)c1=S	-12	-3	12	-6	-1	1.1	-8	0.88	3.8
Cc1ccc(S(=O)(=O)Nc2cccc3cccnc23)cc1	0	-6	-32	17	-1	0.83	-1	1.3	-0.7
COc1ccc(S(=O)(=O)N(CC(=O)NCCC(C)C)c2ccccc2)cc1OC	2	-3	-6	14	-1	0.86	-7	1.1	-1.2
CCCCC(=O)Nc1nnc(SCC(=O)Nc2ccc(OC)cc2)s1	-1	-2	-17	0	5	1	-1	1.2	1.9
COc1ccc(NC(=O)CCSc2ccc(C)cc2)cc1	-39	0	18	-8	4	1.1	-2	0.82	-0.2

# Random draw from the library; about 5% have a hit in one of these screens.
